Source: PubChem BioAssay
NPR2 activator = GC-B (human) receptor activation; activation, % at 10 µM; AID 1920062; 0.11% of 370,000 active; P20594; HEK293-GC-B cells, CNP EC30, cGMP TR-FRET; 0% at EC30 CNP, 100% saturating CNP;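 active means activation at 10 µM reaching about 35% in either raw or pattern-adjusted values, limit read from the data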
ASAP1 GAP inh = ASAP1 ArfGAP inhibition | Q9ULH1 | ASAP1-stimulated ARF1 GTP hydrolysis, GDP FP detection | inhibition, % at 16.5 µM | 0.19% of 360,000 active | AID 624377; in the data active means inhibition above about 25%;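 further: 0% = vehicle with enzyme and substrate and 100% = no enzyme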
DDE Tn6 FP inh = disrupts Tn6 cyclic peptide binding to fibrin D-Dimer-E complex. P02675. Fibrin DD(E) TRITC-Tn6 fluorescence polarization displacement. inhibition, % at 8.3 µM. 0.21% of 370,000 active. AID 720509;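 active means inhibition above a per-campaign cutoff: mean of compounds within control limits plus 3 SD, cut at about 15% in these data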;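 further: 0% = median of all compound wells on the plate and 100% = blocking peptide control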
GAA850 FXN act = increases GAA850 frataxin promoter reporter activity. HEK293 lucGAA850 FXN promoter luciferase reporter, 24 h; percent of 10 µM SAHA response. activation, % at 6 µM. 0.56% of 360,000 active;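 active means activation above the average of all compounds screened plus 3 SD, cutoff fixed separately per campaign, cut at about 7.5% in these data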;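 further: 0% = DMSO wells and 100% = 10 µM SAHA wells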
proKLK7 act = activators of human kallikrein-7 zymogen; P49862; activation, % at 7 µM; 0.9% of 370,000 active; purified proKLK7, EDANS-DABCYL substrate fluorescence; 100% is mature enzyme control, 0% vehicle;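 active means activation above the mean of all tested compounds plus 3 SD, computed per campaign excluding outliers beyond control limits, cut at about 13% in these data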
Target sequence (P49862 whole entry, looked up): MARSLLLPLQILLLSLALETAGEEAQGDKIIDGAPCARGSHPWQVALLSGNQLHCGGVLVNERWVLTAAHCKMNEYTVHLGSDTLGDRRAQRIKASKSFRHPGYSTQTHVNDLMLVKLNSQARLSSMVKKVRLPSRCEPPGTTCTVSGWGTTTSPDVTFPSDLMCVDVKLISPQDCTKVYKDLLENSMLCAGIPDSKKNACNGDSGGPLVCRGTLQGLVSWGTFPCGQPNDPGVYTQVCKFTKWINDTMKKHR
ARFGAP1 inh = rat ARFGAP1 inhibition; Arfgap1-stimulated ARF1 GTP hydrolysis, GDP FP detection; inhibition, % at 16.5 µM; 0.26% of 360,000 active;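 active means inhibition above a per-plate limit, mean inhibition of low control wells plus 3 SD, cut at about 25% in these data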;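 further: 0% = DMSO wells with enzyme and 100% = wells lacking Arfgap1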
Target sequence (Q62848 1-136 limits assumed): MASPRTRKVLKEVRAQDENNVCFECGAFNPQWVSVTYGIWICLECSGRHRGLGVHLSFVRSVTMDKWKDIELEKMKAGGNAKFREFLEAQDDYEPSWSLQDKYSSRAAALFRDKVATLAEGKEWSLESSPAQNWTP
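System: truncated rat Arfgap1 GAP domain / Benchmarks: high control wells lacking Arfgap1, low control full reaction with DMSO / Times: compound-enzyme preincubation 20 min, reaction 120 min, detection 60 min, 25 °C / Repeats: one replicate per compound / Also added: human ARF1(Δ1-17)-GTP substrate / Measured by: Tracer-displacement fluorescence polarization with EDTA stop, 620/688 nm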
NPR1 activator = GC-A (human) enzyme activation | HEK293 GC-A cells, cGMP TR-FRET, EC30 ANP; 0% at EC30 ANP, 100% saturating ANP | P16066 | AID 1671463 | activation, % at 10 µM | 0.14% of 370,000 active; in the data active means activation above about 40%
ADAM10 inh = ADAM10 inhibition, QFRET primary screen; O14672; recombinant ADAM10, EDANS/DABCYL FRET peptide cleavage, 3 h; inhibition, % at 7 µM; 0.62% of 370,000 active;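 active means inhibition above a per-campaign cutoff equal to the mean of compounds falling between control-based bounds plus 3 SD, cut at about 20% in these data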;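 further: 0% = DMSO wells while the 100% control is not disclosed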
rCAG binder = r(CAG) repeat RNA binding | 1.3% of 370,000 active | inhibition, % at 3 µM | TO-PRO-1 dye displacement fluorescence;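 active means inhibition above the plate cutoff, the mean of all test compounds on that plate plus 3 SD, cut at about 35% in these data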;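 further: 0% = DMSO alone and 100% = 100 µM mitoxantrone as full dye displacement; higher means more dye released from RNA so lower well fluorescence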
sPLA2-III inh = Blocks human group III sPLA2 activity; 0.56% of 370,000 active; QFRET BODIPY PC-A2 liposome hydrolysis, fluorescence; inhibition, % at 12.2 µM; Q9NZ20; AID 743126;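 active means inhibition above mean plus 3 SD of compounds lying within the high and low control bounds, cut at about 19% in these data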;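 further: 0% = median of test compound wells and 100% = no enzyme DMSO wells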
Target sequence (Q9NZ20 whole entry, looked up): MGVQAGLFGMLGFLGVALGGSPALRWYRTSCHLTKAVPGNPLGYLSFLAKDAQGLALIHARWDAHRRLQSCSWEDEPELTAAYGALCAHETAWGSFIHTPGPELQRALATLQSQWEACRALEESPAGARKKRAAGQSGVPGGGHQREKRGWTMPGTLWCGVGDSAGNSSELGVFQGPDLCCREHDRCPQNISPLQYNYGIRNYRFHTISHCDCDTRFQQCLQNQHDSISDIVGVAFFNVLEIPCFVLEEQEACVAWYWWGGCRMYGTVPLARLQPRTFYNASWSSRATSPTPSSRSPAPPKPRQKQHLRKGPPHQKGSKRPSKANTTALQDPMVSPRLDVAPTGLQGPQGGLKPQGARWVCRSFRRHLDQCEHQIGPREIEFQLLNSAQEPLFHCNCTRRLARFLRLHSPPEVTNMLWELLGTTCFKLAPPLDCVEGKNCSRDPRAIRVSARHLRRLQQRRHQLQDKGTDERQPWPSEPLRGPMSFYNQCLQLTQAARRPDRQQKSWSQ
The depositor's hits bear a star; i = inactive; . = no result given.

SMILES	NPR2 activator	ASAP1 GAP inh	DDE Tn6 FP inh	GAA850 FXN act	proKLK7 act	ARFGAP1 inh	NPR1 activator	ADAM10 inh	rCAG binder	sPLA2-III inh
Cc1nc(/C(N)=N/OC(=O)c2c(-c3ccccc3Cl)noc2C)cs1	3	0	-2	0.3	-1.2	-1	3	-4	-6	9
COCCNC(=O)C(=O)N/N=C(\C)CC(=O)Nc1cccc(C(F)(F)F)c1	8	-3	-4	1.2	0.0	2	-2	-5	5	-21
CCOc1cc(CNCC(O)c2ccccc2)cc(Cl)c1OC (stereo not given)	-4	-4	1	1.2	-0.1	-7	-2	-2	-4	-8
O=C(COC(=O)c1ccc(O)cc1O)Nc1cccc2ccccc12	-3	9	-4	0.5	-0.9	0	-1	-9	3	3
CSc1nnc(-c2ccc(C(F)(F)F)cn2)o1	2	-6	0	-0.5	0.2	-1	4	2	-2	1
CC(C)=NOc1cc(NC(=O)CCl)cc([N+](=O)[O-])c1	-4	-4	1	-5.8	-0.2	-3	-4	7	2	14
Cc1ccc(NC(=O)c2ccc3c(c2)CCN3S(C)(=O)=O)c(C)c1	5	-2	1	4.3	-0.1	6	2	13	-1	-6
CCCCNC(=O)CCc1c(C)nc2nc(-c3cc(OC)cc(OC)c3)nn2c1C	-3	-5	5	-0.1	0.4	-5	4	2	1	3
Cn1cnnc1SCC(=O)Nc1nc(-c2ccccc2)cs1	0	-10	2	1.2	0.2	2	26	8	5	-4
N/C(Cc1ccc(Cl)cc1)=N\OC(=O)c1ccccc1	2	2	2	1.5	0.1	-1	-1	3	-5	-5
Nc1ccc2ccc(N)cc2c1	-4	7	-3	.	0.3	10	-6	12	9	-1
COc1cc(OC)c(NC(=O)c2c(-c3ccccc3)noc2C)cc1Cl	-6	-7	-6	-1.3	1.1	4	-1	0	1	-4
CCC(C)/C(C)=N/NC(=O)c1ccc(COc2ccc(Cl)c(C)c2)cc1 (stereo not given)	-8	0	3	-0.1	0.3	3	11	-10	0	13
O=C(O)c1ccc(N/N=C/c2cccc3cccnc23)cc1	-6	0	-8	7.1	-0.6	-10	-1	-4	3	8
CC(C)CC(=O)NC(=S)NCCc1ccccc1	3	8	0	0.6	0.4	2	3	0	-5	5
COc1ccccc1CNC(=O)CSc1nc(C)cs1	3	-4	10	0.3	-0.2	-3	6	0	2	1
COc1ccc(C(c2c(O)nc[nH]c2=O)c2c(O)nc[nH]c2=O)cc1	0	-1	0	.	-0.4	-10	4	-3	-2	8
O=C(CCCC(=O)N/N=C\c1ccccn1)N/N=C\c1ccccn1	0	4	-2	0.6	-0.2	0	0	4	0	0
COCCN(C(=O)C1CCC1)c1nnc(-c2cccnc2)s1	0	4	2	2.3	0.1	10	-5	-6	-2	4
COc1ccc(S(=O)(=O)N(C)C[C@H]2Oc3c(NC(=O)C4CCCCC4)cccc3C(=O)N([C@H](C)CO)C[C@@H]2C)cc1	1	18	1	-1.4	0.8	-5	-4	3	13	-19
Cc1nc2ccccn2c(=O)c1NC(=O)c1ccco1	5	5	-3	-1.9	-0.7	-1	2	-24	0	8
Cc1cc(F)cc(-c2cc(C(=O)NCc3ccco3)[nH]n2)c1	0	0	0	-1.3	-0.7	0	1	-5	3	-6
Cc1cccc(NC(=O)Cn2c(=O)n(CC3CCCO3)c(=O)c3ccccc32)c1 (stereo not given)	-1	12	2	-2.3	0.1	1	-3	6	1	3
N#C/C(=C\c1ccc(Oc2ccc(C(F)(F)F)cc2[N+](=O)[O-])cc1)c1nc2ccccc2[nH]1	3	15	9	3.3	-0.9	25*	4	-16	13	2
COC(=O)c1ccc2c(=O)n(-c3ccccc3)c(=S)[nH]c2c1	-4	13	-1	0.0	0.2	3	7	-3	-1	6
COCCNS(=O)(=O)c1ccc(-c2ccc(Cl)cc2)cc1	2	-7	-13	1.5	-0.1	4	3	2	1	5
COc1cc(C(C(=O)NCC2CCCO2)N(C(=O)Cn2nnc3ccccc32)c2ccc(C(C)=O)cc2)ccc1O (stereo not given)	3	11	-7	-1.2	0.1	-7	0	-7	-4	-6
CC(=O)Nc1ccc(OCC(O)Cn2c3ccccc3c3ccccc32)cc1 (stereo not given)	4	0	6	1.6	0.9	6	-2	18	3	-35
COC(=O)c1c(NC(=O)CN2CCC3(O)CCCCC3C2c2ccccc2OC)sc(C)c1C (stereo not given)	3	-14	-1	2.7	-0.4	-5	5	-7	10	-6
Cc1cc(C)c(C#N)c(SCCN2CCOCC2)n1	-5	-1	-7	0.8	0.2	5	0	-8	-4	5
CCc1cc2c(C)cc(C)cc2nc1SCC(=O)Nc1cc(C)on1	-1	12	-5	2.1	-0.3	8	-3	4	-4	12
COc1ccc(C(=O)NNC(=O)CNC(=O)C2CCCCC2)cc1	7	3	4	0.1	0.2	9	2	-2	-1	5
CC(C)C[C@@H](C(=O)N[C@@H](C(=O)O)c1ccccc1)N1C(=O)N2CCc3c([nH]c4ccccc34)[C@@]2(C)C1=O	1	-3	-8	-0.8	0.9	5	0	-3	43*	-41
CCOC(=O)c1c(-c2ccsc2)csc1N	-6	-6	-2	3.3	0.5	2	2	-5	5	5
CC(=O)OC(C)(C)C1Cc2cc3ccc(=O)oc3cc2O1 (stereo not given)	2	0	4	-2.0	5.8	1	5	i	-4	5
O=C(COC(=O)c1cc[n+]([O-])cc1)Nc1c(Cl)cccc1C(F)(F)F	1	-2	8	1.1	0.5	1	3	-11	-4	4
Cn1c(CC(=O)Nc2ccccc2Cl)nnc1SCC(=O)NC1=NCCS1	3	9	-5	-1.5	0.4	4	0	8	-3	1
O=C(OCCN(C1=NS(=O)(=O)c2ccccc21)c1ccc(Cl)cc1)c1ccco1	-4	7	-3	1.0	-0.1	5	-4	3	-1	-4
NC(=O)CCC1NC(=S)N(Cc2ccccc2)C1=O (stereo not given)	2	8	-2	-0.5	0.4	5	2	-2	2	-7
NC(=O)C1CCN(c2nc(C3CC3)nc3c2nnn3Cc2ccccc2Cl)CC1	4	10	0	3.2	-0.1	1	-1	-9	3	1
O=C(NC12CC3CC(CC(C3)C1)C2)N1CCN(C2CCCCC2)CC1	1	4	6	-1.8	0.2	-7	0	-13	-10	0
Cc1cc2n(n1)SC(Nc1cc(Cl)ccc1Cl)N2 (stereo not given)	0	1	2	0.3	0.6	5	7	18	3	10
O=CNC(Cc1ccccc1)C(=O)O (stereo not given)	0	-8	5	0.8	-0.2	-9	3	-9	0	2
O=C(N/N=C/c1ccc(N2CCOCC2)cc1)c1ccc(NS(=O)(=O)c2cccs2)cc1	8	-4	1	1.6	-0.5	7	1	-61	19	-5
COc1ccc(/C(N)=N/OC(=O)CSc2ccc(C)cc2)cc1OC	0	5	1	0.7	0.2	3	-1	7	-3	-14
O=C(CSc1nnc(NC(=O)c2ccc(F)cc2F)s1)NC1CCCC1	-2	-1	-4	1.7	-0.8	-2	3	-3	1	0
COCCNC(=O)CN1C(=O)c2cccc3cccc1c23	2	-2	-4	-0.1	6.9	3	-1	-47	1	-1
CCc1nnc(NC(=O)c2cccc(S(=O)(=O)N3CCN(C)CC3)c2)s1	1	9	4	0.7	0.4	2	1	-9	0	8
CN1CCC(N(C)C(=O)CCc2nc3ccccc3c(=O)[nH]2)CC1	12	-3	5	0.9	0.1	-5	0	5	3	1
O=C(COC(=O)Cc1ccc(Br)cc1)NCc1ccc(F)cc1	-4	-4	-6	0.4	-0.1	3	1	5	-3	-13

14 successive compounds out of the list so far, for reference:
SMILES	NPR2 activator	ASAP1 GAP inh	DDE Tn6 FP inh	GAA850 FXN act	proKLK7 act	ARFGAP1 inh	NPR1 activator	ADAM10 inh	rCAG binder	sPLA2-III inh
CCOC(=O)c1c(-c2ccsc2)csc1N	-6	-6	-2	3.3	0.5	2	2	-5	5	5
CC(=O)OC(C)(C)C1Cc2cc3ccc(=O)oc3cc2O1 (stereo not given)	2	0	4	-2.0	5.8	1	5	i	-4	5
O=C(COC(=O)c1cc[n+]([O-])cc1)Nc1c(Cl)cccc1C(F)(F)F	1	-2	8	1.1	0.5	1	3	-11	-4	4
Cn1c(CC(=O)Nc2ccccc2Cl)nnc1SCC(=O)NC1=NCCS1	3	9	-5	-1.5	0.4	4	0	8	-3	1
O=C(OCCN(C1=NS(=O)(=O)c2ccccc21)c1ccc(Cl)cc1)c1ccco1	-4	7	-3	1.0	-0.1	5	-4	3	-1	-4
NC(=O)CCC1NC(=S)N(Cc2ccccc2)C1=O (stereo not given)	2	8	-2	-0.5	0.4	5	2	-2	2	-7
NC(=O)C1CCN(c2nc(C3CC3)nc3c2nnn3Cc2ccccc2Cl)CC1	4	10	0	3.2	-0.1	1	-1	-9	3	1
O=C(NC12CC3CC(CC(C3)C1)C2)N1CCN(C2CCCCC2)CC1	1	4	6	-1.8	0.2	-7	0	-13	-10	0
Cc1cc2n(n1)SC(Nc1cc(Cl)ccc1Cl)N2 (stereo not given)	0	1	2	0.3	0.6	5	7	18	3	10
O=CNC(Cc1ccccc1)C(=O)O (stereo not given)	0	-8	5	0.8	-0.2	-9	3	-9	0	2
O=C(N/N=C/c1ccc(N2CCOCC2)cc1)c1ccc(NS(=O)(=O)c2cccs2)cc1	8	-4	1	1.6	-0.5	7	1	-61	19	-5
COc1ccc(/C(N)=N/OC(=O)CSc2ccc(C)cc2)cc1OC	0	5	1	0.7	0.2	3	-1	7	-3	-14
O=C(CSc1nnc(NC(=O)c2ccc(F)cc2F)s1)NC1CCCC1	-2	-1	-4	1.7	-0.8	-2	3	-3	1	0
COCCNC(=O)CN1C(=O)c2cccc3cccc1c23	2	-2	-4	-0.1	6.9	3	-1	-47	1	-1

Next part
SMILES	NPR2 activator	ASAP1 GAP inh	DDE Tn6 FP inh	GAA850 FXN act	proKLK7 act	ARFGAP1 inh	NPR1 activator	ADAM10 inh	rCAG binder	sPLA2-III inh
Cc1nn(-c2ccccn2)c2c1C(c1ccsc1)C1=C(CCCC1=O)N2 (stereo not given)	-7	12	2	-0.1	2.9	-9	-9	i	2	1
Nc1nnc(SCC(=O)c2ccc3c(c2)NC(=O)CO3)s1	-1	5	8	-1.4	0.3	10	-2	-14	7	-13
Cc1ccc(Cn2c(Sc3nccc(C)n3)nc3c2c(=O)[nH]c(=O)n3C)cc1	6	13	-7	2.1	-0.4	0	-2	-1	-3	4
CCOc1ccc2oc(-c3ccccc3)c(C(=O)N3CCN(C)CC3)c2c1	2	5	3	-2.7	9.8	9	3	-292	-2	-5
